Screening results (PubChem BioAssay)
RGS4 block = RGS4 inhibitors, primary screen, cell-based, HEK293 M3R inducible RGS4, calcium flux | B-score at 10 µM | hit rate 0.45% among 310,000 | AID 463165, 2010 | Fluo-4 calcium flux; stronger effect = higher value; triggered by carbachol at its EC20;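 active = B-score, a plate-corrected calcium signal, over three deviations above library mean, with baseline fluorescence within five deviations of library mean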;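 note: RGS4 expression induced by doxycycline in cells with stable M3 receptor; B-score is computed from the integrated fluorescence ratio over baseline after carbachol; higher B-score means a larger calcium signal and so more RGS4 inhibition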
KCNQ1 act = potentiators or activators of KCNQ1 channel, primary screen, cell-based, thallium flux, high-throughput; Potassium voltage-gated channel subfamily KQT member 1 (Homo sapiens), P51787; CHO-K1 KCNQ1, thallium flux FluxOR fluorescence; stronger effect = higher value; B-score at 10 µM; hit rate 0.35% among 310,000; AID 2648, 2010;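 active = fluorescence ratio B-score, a plate-corrected score, at least three library SD, with initial intensity B-score within 5 SD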
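Material: CHO-K1 cells stably expressing KCNQ1. Medium: assay buffer for compound exposure, DMSO matched across wells. Reagent: K+/Tl+ depolarizing stimulus. Compound dosing: single-concentration screen. Times: 37 °C overnight plating, 90-min dark dye load, 20-min compound pretreatment. Technique: FluxOR Tl+ flux fluorescence.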
KCNK9 block = KCNK9 potassium channel inhibitors, primary screen, HEK293 cells, thallium flux | Potassium channel subfamily K member 9 (Homo sapiens), Q9NPC2 | hit rate 1.2% among 310,000 | FluxOR thallium flux fluorescence; stronger effect = lower value | AID 488922, 2010 | B-score at 10 µM;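 active = ratio B-score over 3 SD below the library mean, with starting fluorescence within 5 SD of its mean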;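 note: negative B-score means less thallium flux so channel inhibition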
KCNK3 block = human KCNK3 channel inhibitors, primary screen, CHO cells, FluxOR thallium flux, B-score. hit rate 0.84% among 340,000. AID 602410, 2012. FluxOR fluorescence; stronger effect = lower value. B-score at 10 µM;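 active = B-score under library mean minus 4 SD, starting fluorescence ratio at most library mean plus 5 SD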;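 note: more negative B-score means stronger inhibition of thallium flux through KCNK3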
RGS4 act = RGS4 potentiators or activators, primary screen, cell-based, HEK293 M3R inducible RGS4, calcium flux | carbachol calcium flux Fluo4; stronger effect = lower value | B-score at 10 µM | hit rate 0.92% among 310,000;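 active = B-score of the integrated calcium signal more than 4 SD below the library mean, with starting fluorescence not abnormally high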;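 note: negative B-score means reduced calcium response which marks RGS4 activation or potentiation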
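Reagent: ECmax carbachol challenge; Test system: M3R-expressing HEK293 line, RGS4 induced by doxycycline; Schedule: overnight RGS4 induction, 30 min dye load 37 °C, 20 min compound RT; Detection: calcium dye Fluo4 fluorescence; Read-out: Agonist-evoked peak-minus-minimum fluorescence over baseline, integrated ratio, B score.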
hERG rescue = hERG rescue from dofetilide block, primary screen, cell-based, CHO-hERG, FluxOR thallium flux, dofetilide IC70 | Voltage-gated inwardly rectifying potassium channel KCNH2 (Homo sapiens), Q12809 | dofetilide IC70 present | activation (rescue from dofetilide block), less the hit threshold, % at 10 µM | hit rate 0.51% among 310,000 | AID 1511, 2009;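 active = activation above the mean of controls blocked by dofetilide plus 5 SD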;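 note: thallium influx through hERG after potassium depolarization seen as dye fluorescence rise; in these data hits start at about 4.7%; inactives centre near -7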
Target sequence (Q12809 whole entry, looked up): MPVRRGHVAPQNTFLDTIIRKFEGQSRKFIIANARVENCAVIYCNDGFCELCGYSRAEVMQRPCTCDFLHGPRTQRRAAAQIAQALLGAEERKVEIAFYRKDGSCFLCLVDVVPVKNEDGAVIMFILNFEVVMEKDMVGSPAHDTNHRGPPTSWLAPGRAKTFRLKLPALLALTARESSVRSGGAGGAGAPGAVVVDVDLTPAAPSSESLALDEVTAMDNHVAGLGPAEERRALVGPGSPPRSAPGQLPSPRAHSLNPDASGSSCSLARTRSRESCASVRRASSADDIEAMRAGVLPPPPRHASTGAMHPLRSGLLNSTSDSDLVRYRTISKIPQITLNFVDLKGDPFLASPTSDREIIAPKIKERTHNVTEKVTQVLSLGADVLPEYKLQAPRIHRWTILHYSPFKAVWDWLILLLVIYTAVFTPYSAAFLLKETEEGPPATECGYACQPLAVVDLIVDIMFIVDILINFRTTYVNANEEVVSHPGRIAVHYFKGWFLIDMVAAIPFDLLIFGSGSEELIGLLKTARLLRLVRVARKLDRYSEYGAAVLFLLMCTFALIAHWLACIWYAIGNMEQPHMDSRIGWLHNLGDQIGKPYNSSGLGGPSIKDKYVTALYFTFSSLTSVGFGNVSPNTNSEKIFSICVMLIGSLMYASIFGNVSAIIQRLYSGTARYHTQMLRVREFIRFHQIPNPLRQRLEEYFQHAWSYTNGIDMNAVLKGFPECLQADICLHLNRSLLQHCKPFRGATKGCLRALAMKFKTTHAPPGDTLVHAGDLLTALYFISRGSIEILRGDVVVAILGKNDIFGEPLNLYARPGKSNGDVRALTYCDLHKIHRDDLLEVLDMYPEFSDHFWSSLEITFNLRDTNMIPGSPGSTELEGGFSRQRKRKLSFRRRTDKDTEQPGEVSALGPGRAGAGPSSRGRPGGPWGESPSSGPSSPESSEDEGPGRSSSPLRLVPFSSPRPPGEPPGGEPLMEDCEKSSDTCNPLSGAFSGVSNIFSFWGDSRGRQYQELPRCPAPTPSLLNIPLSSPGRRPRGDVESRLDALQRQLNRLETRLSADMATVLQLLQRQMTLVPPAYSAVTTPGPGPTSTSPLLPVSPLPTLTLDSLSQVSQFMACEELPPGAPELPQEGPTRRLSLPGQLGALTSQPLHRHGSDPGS
TMEM16A inh = TMEM16A chloride channel inhibitors, primary screen, cell-based, HTS; HEK293 TMEM16A/YFP iodide influx fluorescence, ionomycin; normalized B-score (activity score, 25-100; higher = stronger inhibition) at 10 µM; hit rate 1.2% among 310,000; Anoctamin-1 (Mus musculus), Q8BHY3; AID 588511, 2011;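 active = ratio plate-corrected score three or more library SD toward inhibition, starting fluorescence score within five deviations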;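 note: score derived from kinetic fluorescence span divided by baseline fluorescence per well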
MrgX1 allo act = positive allosteric modulators of MrgX1, primary screen, HEK293 cells, Fluo-4 calcium flux; Mas-related G-protein coupled receptor member X1 (Homo sapiens), Q96LB2; FDSS; stronger effect = higher value; B-score at 10 µM; hit rate 0.63% among 310,000;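 active = plate-corrected calcium response at least 3 library SD above typical, normal starting fluorescence, not activating the receptor alone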;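 note: compound read alongside a low EC10 to EC30 dose of BAM8-22 agonist; peak minus trough fluorescence over baseline measured at the second addition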
KCNQ1 block = inhibitors of human KCNQ1 channel, primary screen, cell-based, thallium flux, high-throughput; B-score at 10 µM; Potassium voltage-gated channel subfamily KQT member 1 (Homo sapiens), P51787; CHO-K1 KCNQ1, FluxOR thallium flux fluorescence; stronger effect = higher value; hit rate 1.3% among 310,000;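 active = compounds whose thallium flux B-score, printed positive for inhibition, exceeds three library SD while starting fluorescence stays within three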;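 note: channel opened by potassium depolarization with thallium stimulus after 20 min compound exposure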
TMEM16A act = TMEM16A chloride channel activators or potentiators, primary screen, cell-based, HTS. Anoctamin-1 (Mus musculus), Q8BHY3. HEK293 TMEM16A/YFP-H148Q/I152L, iodide quench fluorescence; stronger effect = lower value. B-score at 10 µM. hit rate 0.3% among 340,000. AID 623877, 2012;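 active = fluorescence-ratio B-score plate-corrected deviation score at least 3 library SD below zero, with starting fluorescence score within 5 deviations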;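 note: channel opened by trigger with iodide after compound preincubation; score built on the fluorescence ratio of max minus min over baseline; more negative score means more quench and so TMEM16A activation or potentiation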
MrgX1 agonist = agonists of human MrgX1 receptor, primary screen, HEK293 cells, Fluo-4 calcium flux | Mas-related G-protein coupled receptor member X1 (Homo sapiens), Q96LB2 | Fluo-4 calcium fluorescence, agonist mode; stronger effect = higher value | B-score at 10 µM | hit rate 0.44% among 310,000;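 active = calcium response B-score plate-corrected fluorescence ratio at least 3 library SD, with starting fluorescence B-score inside 5 SD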
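Test system: HEK293 cells stably expressing human MrgX1 receptor; Input: fifteen thousand cells per well; Dosing: compound delivered in addition one of three; Schedule: overnight seeding, then 1 h dark dye loading; Technique: Fluo-4 NW calcium fluorescence; Measure: B-scored fluorescence response ratio; Controls: positive and negative controls per plate.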
* marks the source's active call; other numbers are inactive results; i = inactive; · = not tested or not shown.

item	mol	RGS4 act	KCNK9 block	TMEM16A act	RGS4 block	TMEM16A inh	KCNQ1 block	MrgX1 agonist	KCNQ1 act	hERG rescue	MrgX1 allo act	KCNK3 block
1	Cc1ccc(C)c(SCc2noc(C(=O)NCC3CCCO3)c2C(=O)O)c1 (centres undefined)	i	i	i	i	i	i	i	i	-10.0	i	i
2	Cc1ccc(NC(=O)COC(=O)[C@H](C)NC(=O)c2ccccc2)cc1S(=O)(=O)N1CCOCC1	i	i	i	i	i	i	i	i	-11.5	i	i
3	O=C(NCc1ccc(C(F)(F)F)cc1)C1CC(c2cccc(F)c2)=NO1 (centres undefined)	i	i	i	i	i	i	i	i	-6.2	i	i
4	COc1ccc(CNC(=O)CCS(=O)(=O)Cc2cccc(Cl)c2)c(OC)c1	i	i	i	i	i	i	i	i	-14.7	i	i
5	COc1ccc(NC(=O)COc2coc(CN3CCc4ccccc43)cc2=O)cc1	i	i	i	i	i	i	i	i	-11.2	i	i
6	COC(=O)C1=C(C)N(C)C(C)=C(C(=O)OC)C1c1ccc(C(=O)OC)cc1	i	i	i	i	i	i	i	i	-7.8	i	i
7	C=CCN(C(=O)c1csnn1)C(C(=O)NC1CCCC1)c1ccccc1 (centres undefined)	i	i	i	i	i	i	i	i	-10.7	i	i
8	O=C(CSc1nnc(-c2c[nH]c3ccccc23)o1)N(Cc1ccccc1)c1ccc(F)cc1	i	i	i	i	i	i	i	i	-9.7	i	i
9	N#Cc1c(SCc2ccccc2)sc(C(=O)c2ccccc2)c1N	i	i	i	i	i	i	i	i	-9.7	i	i
10	COC(=O)C1=C(C)N(C(C)c2ccccc2)C(=O)/C1=C\c1ccco1 (centres undefined)	i	i	i	i	i	i	i	i	-12.4	i	-9.57*
11	O=C1CC(c2ccco2)CC(O)=C1C=Nc1cc(Cl)ccc1O (centres undefined)	i	i	i	i	i	6*	i	i	-16.6	10.1*	i
12	Cc1ccc2c(cnn2C(=O)CCC(=O)NCc2ccccc2Cl)c1	i	i	i	i	i	i	i	i	-5.0	i	i
13	O=C(NC1CC1)c1ccc(CS(=O)(=O)c2c(Cl)cccc2Cl)o1	i	i	i	i	i	i	i	i	-6.5	i	i
14	NC(=O)[C@H](Cc1cc2ccccc2s1)NC(=O)[C@@H]1CC2(CC(c3cccc(NC(=O)[C@@H]4CCC(=O)N4)c3)=NO2)CN1C(=O)/C=C/c1c(F)cccc1Cl (some centres undefined)	i	i	i	i	i	i	i	i	-11.6	i	i
15	O=C1NC(NS(=O)(=O)c2ccccc2)(C(F)(F)F)C(=O)N1Cc1cccnc1 (centres undefined)	i	i	i	i	i	i	i	i	-4.9	i	i
16	N#Cc1ccc(CN(c2ccncc2)S(=O)(=O)c2ccccc2)cc1	i	i	i	i	i	i	i	i	-2.0	i	i
17	Cc1cccc(C)c1NC(=S)N1CC(C)OC(C)C1 (centres undefined)	i	i	i	i	i	i	i	i	-6.2	i	i
18	Cc1ccc(CCN2CC(C(=O)NC(C)C)CC2=O)cc1 (centres undefined)	i	i	i	i	i	i	i	i	-4.4	i	i
19	CC(=O)c1c(C)[nH]c(C(=O)NCc2ccc(F)cc2)c1C	i	i	i	i	i	i	i	i	-5.4	i	i
20	Cc1ccc(C(=O)N2CCN(CCNC(=O)C(=O)Nc3ccc(Cl)cc3)CC2)cc1	i	i	i	i	·	i	·	i	-5.2	·	i
21	O=C(O)c1ccc2c(=O)n3c(nc2c1)/C(=C/c1ccccc1OC(F)F)CC3	i	i	i	i	i	i	i	i	-6.4	i	i
22	CCCN=Cc1ccc(O)cc1	i	i	i	i	i	i	i	i	-10.1	i	i
23	CCCCOc1ccc(CC2CCC(=O)NC2=O)cc1 (centres undefined)	i	i	i	i	i	i	i	i	-14.6	i	i
24	CCN(CC)S(=O)(=O)c1cccc(NC(=O)C(=O)c2c(-c3ccccc3)cc3ccccn23)c1	i	i	i	i	i	i	i	i	-9.7	i	i
25	COc1ccc2nc(NC(=O)CN(C)S(=O)(=O)c3cccs3)sc2c1	i	i	i	i	i	i	i	i	-3.9	i	i
26	O=C(NCCc1ccccc1)C(=O)NCC1OCCN1S(=O)(=O)c1ccc(F)cc1 (centres undefined)	i	i	i	i	i	i	i	i	-4.4	i	i
27	CCOc1ccc(NC(=O)Nc2cc(C(C)C)c(O)cc2C)cc1	i	i	i	i	i	i	i	i	-12.1	i	i
28	CCOCCCNS(=O)(=O)c1ccc(NC(=O)N2c3ccccc3Sc3ccccc32)cc1	i	i	i	i	i	i	i	i	0.0	i	i
29	c1csc(C(c2nnnn2C2CCCCC2)N2CCN(c3nc4ccccc4s3)CC2)c1 (centres undefined)	i	i	i	i	·	i	·	i	-19.4	·	i
30	O=[N+]([O-])c1ccc(C[n+]2cccc3ccc4cccnc4c32)cc1	i	i	i	i	i	i	i	i	-12.2	i	i
31	CCOC(=O)c1ccc(NC(=O)c2nc[nH]c2C(=O)NC)cc1	i	i	i	i	i	i	i	i	2.7	i	i
32	Cc1cc(C(C)(C)C)ccc1OCCN(C)C	i	i	i	i	i	i	i	i	-6.7	i	i
33	Cn1nc(-c2ccc(C(=O)Nc3cccc(Cl)c3)cc2)c2ccccc2c1=O	i	i	i	i	i	i	i	i	-12.6	i	i
34	Cc1cc(-c2cc(C(=O)NCc3ccccc3)on2)nc(NC2CCCC2)n1	i	i	i	i	i	i	i	i	-5.5	i	i
35	CCCCNS(=O)(=O)c1ccc2nc(SCC(=O)c3ccc(C#N)cc3)[nH]c2c1	i	i	i	i	i	i	i	i	-4.0	i	i
36	Cc1cc(C)c(NC(=O)Nc2ccc3c(c2)OCO3)c(C)c1	i	i	i	i	i	i	i	i	-8.1	i	i
37	Nc1nc2c(s1)CCCCCCCCCC2	i	i	i	i	i	i	i	i	-0.9	i	i
38	Cc1cccc(CC(=O)OCn2nnc3ccccc3c2=O)c1	i	i	i	i	i	i	i	i	-13.9	i	i
39	OCCN(CC#CC(O)(c1ccccc1)C1CCCCC1)CCO (centres undefined)	i	i	i	i	i	i	i	i	-5.8	i	i
40	COC(=O)Nc1ccc(S(=O)(=O)N2CCCC(C(=O)N3CCCCC3)C2)cc1 (centres undefined)	i	i	i	i	i	i	i	i	-9.2	i	i
41	Cc1cc(F)ccc1N1CCC(N2CCN(C)C(CCO)C2)CC1 (centres undefined)	i	i	i	i	i	i	i	i	-5.7	i	i
42	Cc1cc(C(=O)NCCC2=CCCCC2)ccc1[N+](=O)[O-]	i	i	i	i	i	i	i	i	-11.4	i	i
43	COC(=O)c1sc(NC(=O)c2cccc([N+](=O)[O-])c2)c(C(N)=O)c1C	i	i	i	i	i	i	i	i	-4.0	i	i
44	CCOC(=O)c1ccc(NC(=O)CS(=O)(=O)c2cn(CC)c3ccccc23)cc1	·	·	i	·	i	·	i	·	·	i	i
45	COc1cc(/C=C/C(=O)O)cc(S(=O)(=O)NCCCO)c1OC	i	i	i	i	i	i	i	i	-5.8	i	i
46	COC(=O)c1cn(C(=O)c2ccc(C)c(C)c2)c2ccccc12	i	i	i	i	i	i	i	i	-7.5	i	i
47	O=C(CN1C2CCC1CC(NC(=O)C1CC1)C2)NCc1ccccc1 (centres undefined)	i	i	i	i	i	i	i	i	-8.5	i	i
48	CCN(CC)C(=O)CSc1nc(O)c(Cc2ccccc2)c(=O)n1-c1ccc(C)cc1	i	i	i	i	i	i	i	i	-14.2	i	i
49	OCC[C@@H]1C[C@H](O)[C@@H](O)[C@@]2(CCc3ccccc3O2)O1	i	i	i	i	i	i	i	i	-5.4	i	i
50	Cc1cc(C)c(NS(=O)(=O)c2ccc(NC(=O)c3cccs3)cc2)c(C)c1	i	i	i	i	i	i	i	i	-2.2	i	i

Carrying on:
item	mol	RGS4 act	KCNK9 block	TMEM16A act	RGS4 block	TMEM16A inh	KCNQ1 block	MrgX1 agonist	KCNQ1 act	hERG rescue	MrgX1 allo act	KCNK3 block
51	CCSc1nc2nn(-c3ccccc3)c(=O)c-2c2n1CCCCC2	i	i	i	i	i	i	i	i	-8.7	i	i
52	COc1ccc(/C=C(\C#N)C(=O)NCCc2ccccc2)cc1OCc1ccccc1	i	i	i	i	i	i	i	i	-18.6	i	i
53	CCc1ccccc1NC(=O)Cc1ccc(-n2cccc2)cc1	i	i	i	i	i	i	i	i	-9.4	i	i
54	Cn1nc(C(=O)Nc2nnc(C3CC3)s2)c2ccccc2c1=O	i	i	i	i	i	i	i	i	-7.6	i	i
55	CC(=O)Oc1ccc(N(C(C)=O)S(=O)(=O)c2ccc(C)cc2)c2ccccc12	i	i	i	i	i	i	i	i	-2.8	i	i
56	CC(C)Cc1nnc(NC(=O)CCC(=O)NCc2ccccc2Cl)s1	i	i	i	i	i	i	i	i	-4.4	i	i
57	Cc1cc(C)n2cc(CSCC(=O)O)nc2n1	i	i	i	i	i	i	i	i	-8.7	i	i
58	COc1ccc(OCC(=O)N2CCN(S(=O)(=O)c3ccccc3[N+](=O)[O-])CC2)cc1	i	i	i	i	i	i	i	i	-7.7	i	i
59	COc1ccc(NC(=O)c2c(F)cccc2F)cc1S(=O)(=O)Nc1ccc(Br)cc1	i	i	i	i	i	i	i	i	-6.2	i	i
60	C/C(=N\O)c1c(O)cc(-c2ccccc2)n(-c2ccccc2)c1=O	i	i	i	i	i	i	i	i	-10.4	i	i
